TDP2 absorb = blocks human TDP2 phosphodiesterase activity | recombinant TDP2, T5PNP hydrolysis, p-nitrophenol absorbance 415 nm | inhibition, % at 12.8 µM | hit rate 0.34% among 370,000 | AID 720702;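 active means inhibition above the mean of all tested compounds plus 3 SD, set per campaign, cut at about 25% in these data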;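 further: 0% = DMSO with enzyme and 100% = buffer with substrate but no TDP2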
Target sequence (O95551 whole entry, looked up): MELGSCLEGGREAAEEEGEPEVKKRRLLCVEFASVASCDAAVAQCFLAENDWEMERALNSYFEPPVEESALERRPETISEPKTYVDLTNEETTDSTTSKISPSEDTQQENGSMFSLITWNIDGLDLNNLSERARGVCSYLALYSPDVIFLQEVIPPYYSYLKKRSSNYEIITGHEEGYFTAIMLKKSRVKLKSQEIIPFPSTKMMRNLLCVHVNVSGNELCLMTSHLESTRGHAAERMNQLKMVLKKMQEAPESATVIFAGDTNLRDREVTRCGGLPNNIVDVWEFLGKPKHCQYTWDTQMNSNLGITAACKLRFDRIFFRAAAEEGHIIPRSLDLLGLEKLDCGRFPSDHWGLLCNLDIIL
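Test system: Human TDP2 enzyme | Reagent: 5 mM T5PNP | Compound dosing: 12.8 µM single point, 1% DMSO | Incubation: Enzyme reaction with compound for 2 h at 37 °C | Technique: p-Nitrophenol epi absorbance | Read-out: % inhibition relative to enzyme-containing and enzyme-free wells | Benchmarks: High control without enzyme, low control DMSO plus TDP2 | Replicates: Singlicate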
TCR CD3 inh = blocks the human TCR-CD3 interaction; TAMRA-labeled TCR probe fluorescence, biochemical; inhibition, % at 9.4 µM; hit rate 0.37% among 360,000; AID 651800; in the data active means inhibition above about 19%;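 further: recombinant mutant TCR 2C K166C tagged with TAMRA read by polarization; 0% = receptor in buffer alone and 100% = receptor with positive control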
HTRA1 inhibitor = HTRA1 (human) protease inhibition; hit rate 0.5% among 340,000; inhibition, % at 5.96 µM; recombinant HTRA1, FP-rhodamine activity-based probe, fluorescence polarization; Q92743; in the data active means inhibition above about 36%;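 further: 0% = enzyme with DMSO and 100% = wells lacking enzyme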
ABHD4 inh = ABHD4 (mouse) inhibition, primary FP screen | Q8VD66 | purified mABHD4, FP-Rh probe fluorescence polarization | inhibition, % at 8.92 µM | hit rate 0.54% among 370,000 | AID 720543;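 active means inhibition exceeding the mean over every tested compound plus 3 SD, cut at about 30% in these data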;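 further: 0% = plate median of compound wells and 100% = S159A mutant with DMSO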
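Test system: mABHD4 protein | Buffer or medium: HEPES pH 7.0 buffer, 150 mM NaCl, 0.01% Pluronic F-127 | Probe or stimulus: FP-Rh fluorescent activity-based probe, added after compound pre-incubation | Timing: Pre-incubation 45 min, probe exposure 60 min, at 25 °C | Technique: Fluorescence polarization, excitation 525 nm, emission 598 nm, BODIPY TMR filters | Repeats: Single well per compound (singlicate)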
UHRF1 MBD2 ctr = human UHRF1 methylated DNA binding inhibitors; inhibition, % at 4.4 µM; UHRF1 binding to methylated oligo, TR-FRET; hit rate 0.75% among 370,000; AID 687016; Q96T88; in the data active means inhibition above about 21%;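 further: UHRF1 SRA domain binding a hemimethylated CpG hairpin DNA probe; 0% = median of test compound wells and 100% = reference inhibitor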
PG9 binder = small molecules binding HIV-1 gp120 antibody PG9; TR-FRET gp120-PG9 antibody binding; inhibition, % at 6.7 µM; hit rate 0.43% among 360,000; in the data active means inhibition above about 8.5%
Tn7 DDE FP = inhibitors of Tn7 peptide binding to human fibrin DD(E). P02675. FP displacement of FITC-Tn7 peptide from fibrin DD(E); 0% = median of compound wells per plate. inhibition, % at 8.3 µM. hit rate 0.13% among 370,000. AID 720508;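 active means inhibition above the mean of compounds falling within the control limits plus 3 SD of them, cut at about 14% in these data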;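 further: 0% = plate median of compound wells and 100% = 10 µM Aha-Tn7 peptide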
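system = human fibrin DD(E) protein | quantity = DD(E) 2 µM final | medium = Tris/NaCl/CaCl2 buffer, pH 7.8 | also added = labelled Tn7 tracer, 0.1 µM | compound dosing = single point at 8.3 µM | timing = compound with protein 10 min, then 3 h after probe, room temperature | signal = FP measurement | benchmarks = Aha-Tn7 high control | repeats = one replicate per compound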
SIAE primary = inhibitors of human sialic acid acetylesterase SIAE | Q9HAT2 | SIAE FP-Rh probe binding, fluorescence polarization | inhibition, % at 9.66 µM | hit rate 0.69% among 370,000 | AID 1053197;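 active means inhibition above a cutoff: mean of compounds within the control limits plus 3 SD of those, cut at about 17% in these data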;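 further: 0% = plate median of compound wells and 100% = probe without SIAE protein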
Target sequence (Q9HAT2 whole entry, looked up): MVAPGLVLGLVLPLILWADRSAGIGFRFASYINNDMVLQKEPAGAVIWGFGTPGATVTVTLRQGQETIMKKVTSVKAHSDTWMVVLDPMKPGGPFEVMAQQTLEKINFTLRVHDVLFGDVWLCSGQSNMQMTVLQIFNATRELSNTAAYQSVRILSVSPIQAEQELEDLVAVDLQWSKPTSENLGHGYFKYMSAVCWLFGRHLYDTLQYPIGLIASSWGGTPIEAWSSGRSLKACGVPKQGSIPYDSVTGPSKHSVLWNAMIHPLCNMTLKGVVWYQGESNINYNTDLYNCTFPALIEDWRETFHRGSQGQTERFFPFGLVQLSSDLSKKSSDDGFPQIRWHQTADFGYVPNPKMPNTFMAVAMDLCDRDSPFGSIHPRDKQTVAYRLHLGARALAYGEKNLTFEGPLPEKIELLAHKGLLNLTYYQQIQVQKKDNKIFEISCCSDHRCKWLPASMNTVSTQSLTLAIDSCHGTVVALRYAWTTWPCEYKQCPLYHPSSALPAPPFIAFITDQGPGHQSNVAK
LEDGF integ inh = blocks HIV-1 LEDGF/p75-dependent DNA integration. TR-FRET IN-LEDGF/p75 DNA integration, Eu/Cy5. inhibition, % at 3.7 µM. hit rate 0.64% among 370,000. AID 743269;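 active means inhibition above the screen-wide mean plus 3 SD, cut at about 13% in these data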;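 further: signal is the Cy5 over europium emission ratio at 671 and 618 nm; 0% = plate median of compound wells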
PRMT1 FP inh = blocks human protein arginine methyltransferase 1; Q99873; recombinant PRMT1, activity-based probe fluorescence polarization; inhibition, % at 2.79 µM; hit rate 1.3% among 370,000; AID 652257;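 active means inhibition above about 21% made by adding two undisclosed values, limit read from the data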
* marks the source's active call; other numbers are inactive results; · = not tested or not shown.

The first 12 compounds, ahead of the listing:
SMILES	TDP2 absorb	TCR CD3 inh	HTRA1 inhibitor	ABHD4 inh	UHRF1 MBD2 ctr	PG9 binder	Tn7 DDE FP	SIAE primary	LEDGF integ inh	PRMT1 FP inh
CC(=O)c1c(C)[nH]c(C(=O)Nc2ccccc2Cl)c1C	-13	-7	-7	-7	-2	-0.3	-9	5	4	-4
COCCNc1nc(NCCCN2CCCC2=O)c2sc(-c3ccccc3)cc2n1	-10	7	·	2	-6	0.0	2	-7	-3	-1
Cc1nnc(SCc2ccon2)n1-c1ccccc1	0	0	5	1	5	-1.5	-2	4	-4	1
COc1cc(OC)cc(C(=O)NNC(=O)C(=O)Nc2cc(OC)c(Cl)cc2OC)c1	6	7	-3	-5	1	1.5	0	-5	1	-7
Cc1ccc(/C=C2\SC(=S)N(CCCC(=O)Nc3ccccc3C(=O)O)C2=O)cc1	2	-5	-3	3	3	-1.8	-1	-3	-1	5
O=C1CN(C(=O)COC(=O)CCC(=O)c2ccc(F)cc2)c2ccccc2N1	6	5	-1	2	-2	-0.4	-2	-7	8	-4
CC(=O)Nc1cc(ON=C(C)C)cc([N+](=O)[O-])c1	1	1	-1	3	0	0.8	-2	4	4	3
CC(=O)c1cccc(-c2ccc3c(c2)C(C)(Cc2ccccc2C#N)C(=O)N3)c1 (centres undefined)	6	-2	·	-6	2	-0.1	6	-6	-5	1
CCOC(=O)c1ccc(-c2ccc3ncnc(N(C)Cc4sccc4C)c3c2)o1	-2	-12	·	-12	-5	-0.8	-8	-1	4	2
Cc1ccc(-n2nc3c(=O)n(CCCC(=O)NCc4ccccc4C)nc(C)c3c2C)cc1	-20	5	-2	-3	-1	-2.7	-5	-15	2	0
CC(CCc1ccccc1)NC(=O)c1ccc2nc(N3CCOCC3)sc2c1 (centres undefined)	2	-9	2	7	2	1.1	6	2	-2	3
O=C(c1ccc(Cl)cc1)C1CCN(C(=O)c2ccccc2)CC1	-5	0	2	-3	2	-3.5	-6	-5	4	0

Main list, from the first entry:
SMILES	TDP2 absorb	TCR CD3 inh	HTRA1 inhibitor	ABHD4 inh	UHRF1 MBD2 ctr	PG9 binder	Tn7 DDE FP	SIAE primary	LEDGF integ inh	PRMT1 FP inh
CC(=O)c1c(C)[nH]c(C(=O)Nc2ccccc2Cl)c1C	-13	-7	-7	-7	-2	-0.3	-9	5	4	-4
COCCNc1nc(NCCCN2CCCC2=O)c2sc(-c3ccccc3)cc2n1	-10	7	·	2	-6	0.0	2	-7	-3	-1
Cc1nnc(SCc2ccon2)n1-c1ccccc1	0	0	5	1	5	-1.5	-2	4	-4	1
COc1cc(OC)cc(C(=O)NNC(=O)C(=O)Nc2cc(OC)c(Cl)cc2OC)c1	6	7	-3	-5	1	1.5	0	-5	1	-7
Cc1ccc(/C=C2\SC(=S)N(CCCC(=O)Nc3ccccc3C(=O)O)C2=O)cc1	2	-5	-3	3	3	-1.8	-1	-3	-1	5
O=C1CN(C(=O)COC(=O)CCC(=O)c2ccc(F)cc2)c2ccccc2N1	6	5	-1	2	-2	-0.4	-2	-7	8	-4
CC(=O)Nc1cc(ON=C(C)C)cc([N+](=O)[O-])c1	1	1	-1	3	0	0.8	-2	4	4	3
CC(=O)c1cccc(-c2ccc3c(c2)C(C)(Cc2ccccc2C#N)C(=O)N3)c1 (centres undefined)	6	-2	·	-6	2	-0.1	6	-6	-5	1
CCOC(=O)c1ccc(-c2ccc3ncnc(N(C)Cc4sccc4C)c3c2)o1	-2	-12	·	-12	-5	-0.8	-8	-1	4	2
Cc1ccc(-n2nc3c(=O)n(CCCC(=O)NCc4ccccc4C)nc(C)c3c2C)cc1	-20	5	-2	-3	-1	-2.7	-5	-15	2	0
CC(CCc1ccccc1)NC(=O)c1ccc2nc(N3CCOCC3)sc2c1 (centres undefined)	2	-9	2	7	2	1.1	6	2	-2	3
O=C(c1ccc(Cl)cc1)C1CCN(C(=O)c2ccccc2)CC1	-5	0	2	-3	2	-3.5	-6	-5	4	0
CCOC(=O)c1cccc(-c2c(-c3ccccc3)ncc3cc(OC)c(OC)cc23)c1	11	4	-44	-16	0	-0.2	5	-2	-3	0
COC(=O)[C@H](Cc1ccccc1)N1Cc2ccccc2Oc2cc(Br)ccc2S1(=O)=O	2	1	·	-8	-3	0.9	11	-2	1	0
O=C(Nc1cc(Cl)ccc1O)c1cc(-c2ccco2)on1	-12	1	-10	-35	8	-1.6	4	-15	6	15
COc1cc(/C=C2\COC/C(=C\c3cc(OC)c(OC)c(OC)c3)C2=O)cc(OC)c1OC	18	5	3	-1	0	-1.6	0	-4	2	2
C[C@@H]1CN([C@@H](C)CO)C(=O)CCCn2nncc2CO[C@@H]1CN(C)S(=O)(=O)c1ccc(C#N)cc1	-17	-5	1	-4	2	-3.0	-3	-7	4	-2
CCn1cc(Br)c(C(=O)NC(C)c2ccccc2)n1 (centres undefined)	6	-4	-4	3	-3	1.1	3	-2	-2	0
O=c1c2ccccc2ncn1Cc1ccc(Cl)c(Cl)c1	-4	6	-9	-17	-2	-1.6	-1	-9	-6	1
Cc1ccc(NC(=O)CCNC(=O)c2ccco2)cc1	-8	4	1	-4	3	-2.2	-10	-3	-2	-1
O=C(O)CCC(=O)Nc1ccc(C(=O)OCC(=O)c2ccc(Cl)cc2Cl)cc1	-2	6	-2	-9	2	-2.1	-5	-3	4	0
Cc1cc(C(=O)N/N=C/c2cc(Br)cc(Br)c2OC(=O)c2cccc(F)c2)n[nH]1	9	-3	27	2	-5	0.1	-5	-11	-3	-1
O=C(C1CC(c2ccc(F)cc2)=NO1)N1CCN(c2ccccc2)CC1 (centres undefined)	1	-1	-2	2	2	-0.7	-12	-2	-2	-1
CCN1/C(=C/c2ccc3cc(C)ccc3[n+]2CC)Sc2cc(C)c(C)cc21	-4	-13	-10	-130	12	-9.2	-13	-77	2	-7
Cc1ccc(N2C(=O)CC(Cc3ccc(Cl)cc3)C2=O)cc1 (centres undefined)	3	0	3	-3	0	-0.3	-1	-5	0	1
O=C(c1cccc(Cl)c1)N1CCN(C2CCCCCC2)CC1	7	3	5	9	2	-0.9	4	-3	-6	2
Cc1cc(C)c(OCC(=O)N(Cc2ccccc2)C2CCS(=O)(=O)C2)c(C)c1 (centres undefined)	7	3	-6	0	-1	1.1	-7	7	1	1
O=C(Nc1ccccc1Cl)NC1(C(=O)N2CCCCC2)CCCCC1	2	-7	1	-4	2	0.7	4	-3	-1	1
CCN1C2=C(C(=O)CCC2)C(c2ccc(O)cc2)C2=C1CCCC2=O	-1	6	16	5	0	-2.0	-9	3	1	3
O=C1CCC(C(=O)Nc2ccc([N+](=O)[O-])cc2)N1 (centres undefined)	-2	-6	10	8	-4	-1.4	1	-4	-2	0
C[C@@H]1Cn2cnc(C(=O)Nc3ccc(CNC(=O)OC(C)(C)C)cc3)c2C(=O)N1	-5	3	2	-12	2	-0.5	6	-2	-2	6
COc1ccccc1OCC(O)Cn1c(=N)n(CCN2CCCCC2)c2ccccc21 (centres undefined)	2	-3	-3	-4	-2	0.6	5	-3	-2	1
CN(C)S(=O)(=O)N1CCN(C(=O)N2CCCCC2)CC1	-18	7	-15	-4	-3	-1.4	-10	-3	6	-6
Cc1cc(N2CCN(C(=O)c3ccoc3)CC2)n2nc(-c3ccccc3)cc2n1	6	-6	-8	9	1	-1.4	-1	0	-5	3
Cc1cc(N)n2nc(C(F)(F)F)nc2n1	10	-4	-3	3	-3	-0.7	-4	-4	-1	-1
O=C(O)CCCC(=O)Nc1ccc2c(c1)oc1ccccc12	4	1	1	-5	2	-2.8	-1	-5	0	-2
Cc1nc([N+](=O)[O-])cn1CC(=O)Nc1ccc2c(c1)OCO2	4	9	3	6	1	-2.0	7	14	3	-5
C=CC[C@]12CCc3ccccc3C1N(c1ccc(C(=O)OCC)cc1)C2=O (some centres undefined)	-9	2	-28	-6	0	1.5	7	-5	0	0
CC(Sc1ccccc1)C(=O)Nc1ccc(S(=O)(=O)N2CCOCC2)cc1 (centres undefined)	-16	3	5	1	0	-1.2	-5	-2	0	1
CC(NC(=O)CN1CCN(CC(=O)Nc2ccccc2Cl)CC1)c1ccc(Br)cc1 (centres undefined)	0	3	-1	1	0	-0.8	1	-2	-1	-2
O=C(NCCCc1ccccc1)C1CCN(c2nc(-c3ccc(Br)cc3)cs2)CC1	-5	·	·	-3	0	·	-2	-2	-4	0
CCN(CC(=O)NCc1cccs1)C(=O)c1cccc(S(=O)(=O)Nc2ccc(C)cc2)c1	-7	-6	-7	-5	5	-0.4	4	6	2	-4
COc1ccccc1CNC(=O)c1nn(C)c2c1CS(=O)(=O)c1ccccc1-2	-2	-6	-2	-3	2	1.4	-5	1	2	-1
CC1CCCCC1n1c(-c2cccnc2)n[nH]c1=S (centres undefined)	-3	-8	-2	-5	72*	2.4	0	-1	0	6
CCOC(=O)C1(CC2CCCCO2)CCN(Cc2nccn2-c2ccc(OC)cc2)CC1 (centres undefined)	5	5	1	0	1	-0.7	9	15	2	-3
Cc1cc(NC(=O)CSc2nncc(=O)n2N)no1	-8	1	4	-4	-3	0.5	1	5	-9	8
N#CC1=C(N)OC2=C(C(=O)CCC2)C1c1ccc2c(c1)OCO2 (centres undefined)	-11	1	4	-3	1	-1.4	-1	4	-1	-1
CCCCCCCCNC(=O)/C(C#N)=C/c1ccccc1[N+](=O)[O-]	4	4	-11	10	17	0.0	1	-1	-4	10
O=C(CS(=O)(=O)c1cccc(Cl)c1)Nc1ccccc1Cl	-1	4	-10	2	-2	7.2	-5	-11	2	1
CS(=O)(=O)N1CCN=C1SCc1ccc(Br)cc1	0	-1	8	1	-2	-3.3	-3	1	9	-5
CCN1/C(=C/C(C)=O)Sc2ccc(OC)cc21	-11	-4	-8	3	3	-1.6	1	8	-4	6
O=[N+]([O-])c1ccc(-c2cnc3ccccc3n2)cc1	-9	-4	8	-2	-1	-1.1	3	1	-5	2
CCCOc1ccc(C2NC(=S)NC(C)=C2C(=O)c2ccccc2)cc1OC (centres undefined)	-2	-6	-1	-6	-2	0.6	-4	13	1	5

Bioassay records from PubChem BioAssay.

Rows were taken by chance. About 4.2% of those tested had a hit in this group.
